Source: PubChem
A549 tox = counter-screen for Nrf2 inhibitors: cytotoxicity in A549 cells; Potency, µM (doses to about 46 µM), inactives show at the top dose activity change, negative = cytotoxicity, hits mostly inhibitors; A549 ARE-Fluc cells, CellTiter-Fluor viability, 18-24 h; hit rate 0.16% among 390,000; further: potency means the concentration at half of the fitted maximal effect; on the % scale 0 is the no-effect control and ±100 the full control effect
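Cytotoxicity counterscreen: CellTiter-Fluor fluorescence was measured in A549 ARE_Fluc cells after 18-24 h of compound exposure in a concentration series. The subsequent BugLite luminescent read reports ARE-luciferase activity.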
Nrf2 inh = blocks Nrf2 signaling | AID 504444 | hit rate 2.1% among 360,000 | Potency, µM (highest dose often 46 µM), for the others: top-dose activity change, negative = inhibition, most hits filed as inhibitors | A549 ARE-Fluc reporter, luciferase luminescence, 18-24 h; further: potency means the concentration at half of the fitted maximal effect; on the % scale 0 is the no-effect control and ±100 the full control effect; nearly all actives have a fitted effect of over 60% in size
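Cells were seeded and rested 2 h, then exposed to compounds for 18-24 h. CellTiter-Fluor was read first as a viability measure. BugLite was added 15 min before the final luminescent read of ARE-luciferase activity in A549 cells.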
CCT modulator = cytosolic chaperonin activity modulation. purified chaperonin ATPase assay, HTRF ADP detection, 30 min. activity change, % (concentration not given with the values), hits read low. hit rate 0.3% among 360,000. AID 651819; in the data active means activity change below about -30%; further: on the % scale 0 is the no-effect control and ±100 the full control effect
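Nucleotide hydrolysis assay: TRiC at 20–40 nM final (set by batch activity) with 10 uM ATP, 30 min at 37 °C, in presence of 76 uM compound. Detection by competitive ADP HTRF, 30 min ambient.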
HepG2 viability = counter-screen for TGF-b inhibitors: cytotoxicity in HepG2 cells; HepG2 CAGA-GFP viability, ATP luminescence, 18 h; hit rate 0.76% among 410,000; Potency, µM (doses to about 46.1 µM), for inactives: top-dose activity change, negative = cytotoxicity, usual class: cytotoxic; further: potency means the concentration at half of the fitted maximal effect; some results filed as inactive show a strong effect at the top dose
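HepG2 CAGA-GFP cells (1000/well, DMEM with 1% FBS) received compound, then TGF-beta at 500 pg/mL final, and were incubated 18 hours at 37 degrees C. Viability was read by CellTiter-Glo luminescence. Media-only wells were set as complete cell-killing and DMSO as no toxicity.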
pAkt inh = blocks phosphorylation of Akt. activity change, % for hits at 50 µM. Neuro2A IGF-stimulated pAkt S473 HTRF, 20 min; hits give low values. hit rate 0.32% among 360,000; in the data active means activity change below about -80%; inconclusive means mostly about -51% to -80%; further: on the % scale 0 is the no-effect control and ±100 the full control effect
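Neuro2A cells in DMEM with 0.5% FBS, overnight at 37 deg C, given compound at single 50 µM final, then IGF (6 nM final) for 20 min at 37 deg C. Lysed; phospho-Akt Ser473 by HTRF after 24 h, 665/615 ratio.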
S2 tox = reduces viability in counter-screen for ATXN expression inhibitors; Potency, µM (titrated, usually from 56.7 µM), hits mostly cytotoxic; hit rate 0.49% among 400,000; S2 cells (HEK-293 line with an ATXN2-luciferase reporter) viability, CellTiter-Fluor protease fluorescence, 24 h; further: potency means the concentration at half of the fitted maximal effect; nearly all actives have a fitted effect of over 40% in size
Nrf2 ARE act = Nrf2 pathway activation | AREc32 ARE-luciferase reporter (MCF7-derived line), luminescence, 24 h | Potency, µM (series often up to 46.1 µM), inactives show at the highest dose activation, most hits filed as activators | hit rate 0.31% among 410,000; further: potency means the concentration at half of the fitted maximal effect; % of control where 0% means no effect; nearly all actives have a fitted effect of over 65% in size
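ARE activation measured as luciferase luminescence (Steady-Glo, 30 min RT) in AREc32_Fluc cells after 24 hr compound exposure at 37 deg C, 5% CO2; cells seeded overnight at 1000/well in OPTI-MEM, 5% FBS.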
TGFb inhibitor = blocks TGF-b signaling | AID 588855 | HepG2 CAGA-GFP TGF-b/SMAD3 reporter, GFP fluorescence, 18 h; TGF-beta stimulated, 500 pg/mL final | hit rate 1.2% among 410,000 | Potency, µM (titrated, usually from 46.1 µM), without a hit: at the top dose activity, negative = inhibition, actives largely listed as inhibitors; further: potency means the concentration at half of the fitted maximal effect; on the % scale 0 is the no-effect control and ±100 the full control effect; nearly all actives have a fitted effect of over 65% in size
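Cell-based qHTS in HEPG2 carrying a CAGA-GFP Smad reporter; compounds added before 500 pg/mL final TGF-beta, 18 h incubation at 37 degrees C, GFP fluorescence quantified per cell by imaging cytometry.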
Mm-Cpn inhibitor = inhibitors of Methanococcus maripaludis chaperonin (MmCpn); purified Mm-Cpn ATPase, ADP Transcreener TR-FRET; Potency, µM (highest dose often 76.9 µM), without a hit: at the highest dose activity, negative = inhibition, most hits filed as inhibitors; hit rate 0.031% among 330,000; AID 504842; further: potency means the concentration at half of the fitted maximal effect; on the % scale 0 is the no-effect control and ±100 the full control effect; nearly all actives have a fitted effect of over 80% in size
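Purified archaeal chaperonin (25 nM final) was preincubated with compound for 10 min at 37°C, then ATP (10 uM final) was added for 30 min at 37°C in Tris pH 7.4/KCl/MgCl2/DTT buffer. ADP was quantified by HTRF Transcreener TR-FRET.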
Active calls of the source: *; i = inactive; ? = inconclusive; . = no result given; [ ] = remark or other dose. Unless noted, the call rests on the fitted dose curve; in most records, active means well fitted curve in the direction sought with a large enough effect; inconclusive means small, poorly fitted or top-dose-only effect, or another doubt; inactive means no such curve, though single readings can be large; an effect the other way counts as inactive or inconclusive. Hits appear at their usual frequency. About 4.4% of those tested had a hit in this group.

Letter code – A = A549 tox; B = Nrf2 inh; C = CCT modulator; D = HepG2 viability; E = pAkt inh; F = S2 tox; G = Nrf2 ARE act; H = TGFb inhibitor; I = Mm-Cpn inhibitor
> Cc1ccc(S(=O)(=O)N(C)c2ccc(OCC(=O)N3CCCCC3)cc2)cc1
  A: -2% | B: -7% | C: -0.3 | D: 0% | E: i | F: i | G: -0.3% | H: 0% | I: 0%

> COc1ccccc1NC(=O)CSc1nc2c(oc3ccccc32)c(=O)n1C
  A: -9% | B: -4% | C: -1.1 | D: 4% | E: i | F: i | G: -0.1% | H: 0% | I: 2%

> Cc1ccc2c3c(c(SCC(=O)Nc4nonc4C)nc2c1)CCCC3
  A: -2%[1.84 µM] | B: 0% | C: 0.6 | D: -10% | E: i | F: i | G: -1.1% | H: 8% | I: -15%

> COc1ccc(-c2nn(-c3ccccc3)cc2C(=O)Nc2cccc(S(=O)(=O)NC3=NCCC3)c2)cc1
  A: -8% | B: ? | C: -0.6 | D: -2% | E: i | F: i | G: -1.1% | H: 2% | I: -15%

> Cc1ccc(NC(=O)CNC(c2ccccc2)c2ccccc2)c(F)c1
  A: -2% | B: -13% | C: -0.2 | D: -32% | E: i | F: i | G: 6.9% | H: ? | I: 1%

> COc1cccc(/C=N/NC(=O)CNC(=O)c2ccncc2)c1O
  A: 24% | B: ? | C: 0.1 | D: -5% | E: i | F: i | G: 0.3% | H: -4% | I: -2%

> CCCCCCn1c(=O)n2n(c1=O)[C@@H]1CN(S(=O)(=O)c3ccc(C)cc3)C[C@]1(O)[C@@H](OC(=O)NC1CC1)C2
  A: . | B: . | C: 0.4 | D: 3% | E: i | F: i | G: 3.4% | H: -1% | I: .

> CN(C)C1(CNC(=O)C2CCN(S(=O)(=O)c3ccccc3C(F)(F)F)CC2)CCCCC1
  A: 1% | B: 15% | C: -2.4 | D: -7% | E: i | F: i | G: 0.0% | H: -4% | I: -1%

> CCOc1ccc(C(=O)N(c2ccccn2)C2CCCCC2)cc1
  A: 4% | B: -24% | C: -2.2 | D: -7% | E: i | F: i | G: 0.1% | H: -2% | I: -2%

> O=C(Cc1cccs1)Nc1nc2c(ccc3ccccc32)s1
  A: -6% | B: -25% | C: -0.9 | D: -26% | E: i | F: i | G: -1.5% | H: 14µM* | I: 1%

> COc1ccccc1OCCC(=O)NNC(=O)c1ccccc1F
  A: -4% | B: 3% | C: -1.8 | D: 5% | E: i | F: i | G: 0.0% | H: -10% | I: 1%

> O=C(Nc1c(-c2ccccc2)[nH][nH]c1=O)c1ccco1
  A: . | B: . | C: 3.7 | D: -5% | E: i | F: i | G: 0.0% | H: 2% | I: .

> CCc1cc2ccc(OC)cc2nc1SCC(=O)Nc1cc(C)on1
  A: -3% | B: . | C: -1.0 | D: 17% | E: i | F: ? | G: 0.3% | H: 26% | I: -5%

> CCCC(=O)N1CC(=O)Nc2ccc(C)cc2C1c1ccccc1 (stereo unspecified)
  A: -2% | B: -6% | C: -2.9 | D: 1% | E: i | F: i | G: -0.6% | H: ? | I: 3%

> COc1ccc(CN(C2CC2)S(=O)(=O)c2ccccc2Br)cc1
  A: -1% | B: 16µM* | C: -0.1 | D: -12% | E: i | F: i | G: 0.0% | H: -22% | I: 2%

> CCc1cccc(C)c1NC(=O)C(C)Sc1nc2c(c(=O)[nH]1)CCCC2 (stereo unspecified)
  A: 10% | B: 18% | C: . | D: -6% | E: . | F: i | G: -0.2% | H: 3% | I: .

> Cc1ccc(S(=O)(=O)Nc2cccc3c2O[C@H](CN(C)Cc2ccccc2)[C@@H](C)CN([C@H](C)CO)C3=O)cc1
  A: 2% | B: 3% | C: -0.2 | D: 0% | E: i | F: i | G: -1.4% | H: -9% | I: 0%

> CC(C)(C)C(=O)/C=c1\[nH]c(=O)/c(=C\c2ccc(C#N)cc2)s1
  A: ? | B: ? | C: 2.3 | D: -24% | E: i | F: i | G: 5.3% | H: -5% | I: 2%

> O=C(O)c1cc(S(=O)(=O)N2CCN(c3ccccn3)CC2)ccc1Cl
  A: -1% | B: 7% | C: 0.4 | D: 10% | E: i | F: i | G: -0.2% | H: ? | I: 1%

> C=CCNC1=C(Cl)C(=O)N(Cc2ccccc2)C1=O
  A: 1% | B: -3% | C: 0.1 | D: -16% | E: i | F: i | G: 5.8% | H: 2% | I: ?

> O=C(CCNC(=O)c1ccco1)Nc1ccccc1
  A: 2% | B: -2% | C: 2.2 | D: -8% | E: i | F: i | G: 3.8% | H: -1% | I: 0%

> Cc1nc(NC(=O)C(C)Oc2cccc(Cl)c2)sc1C(=O)N(C)C (stereo unspecified)
  A: -1% | B: 9% | C: 1.6 | D: -4% | E: i | F: i | G: 0.4% | H: 0% | I: -2%

> COc1cccc2sc(N3CCN(C(=O)CS(=O)(=O)c4ccc(Cl)cc4)CC3)nc12
  A: -2% | B: . | C: . | D: -27% | E: . | F: . | G: 3.7% | H: ? | I: .

> CCS(=O)(=O)Nc1cccc(C2=NN(S(=O)(=O)c3ccc(F)cc3)C(c3cccs3)C2)c1 (stereo unspecified)
  A: -5% | B: ? | C: 1.3 | D: 10% | E: i | F: i | G: 4.2% | H: -24% | I: -1%

> O=S(=O)(c1ccccc1)c1nc(-c2ccco2)oc1NCc1ccco1
  A: 6% | B: . | C: -3.0 | D: -11% | E: i | F: i | G: 0.7% | H: -6% | I: 1%

Letter code – A = A549 tox; B = Nrf2 inh; C = CCT modulator; D = HepG2 viability; E = pAkt inh; F = S2 tox; G = Nrf2 ARE act; H = TGFb inhibitor; I = Mm-Cpn inhibitor
> CC(CN1CCCCC1)OC(=O)C1c2ccccc2Oc2ccccc21 (stereo unspecified)
  A: -10% | B: -19% | C: -1.7 | D: 4% | E: i | F: i | G: 0.3% | H: -17% | I: 0%

> Cc1nn(C)c(Oc2cccc(Cl)c2)c1C#N
  A: 0% | B: -17% | C: 1.5 | D: -8% | E: i | F: i | G: -1.0% | H: 6% | I: 2%

> C[n+]1cc[nH]c1SCC(=O)c1ccc(Cl)cc1
  A: 1% | B: ? | C: 0.3 | D: -23% | E: i | F: ? | G: ? | H: 16% | I: -3%

> O=C(NCCCN1CCCC1)c1ccc2c(c1)N(Cc1cccc(Cl)c1)C(=O)c1ccccc1S2=O (stereo unspecified)
  A: 5% | B: 10% | C: -0.7 | D: -38% | E: i | F: i | G: 2.4% | H: 14% | I: -4%

> O=C(/C=C\Nc1ccc2c(c1)OCO2)c1ccc(Cl)s1
  A: -1% | B: ? | C: 1.6 | D: -14% | E: i | F: i | G: 5.2% | H: 6% | I: 2%

> O=C(NCc1ccccn1)c1cccc(S(=O)(=O)N2CCCCC2)c1
  A: 6% | B: -17% | C: 1.4 | D: 4% | E: i | F: i | G: -0.3% | H: 16% | I: -1%

> CCCN1C(=O)c2cc(C(=O)O)ccc2C1O (stereo unspecified)
  A: 3% | B: 4% | C: 0.8 | D: -4% | E: i | F: i | G: -0.7% | H: -1% | I: -5%

> COc1cc(OC)cc(-c2cn[nH]c2N)c1
  A: 0% | B: -6% | C: 0.1 | D: -1% | E: i | F: i | G: 2.0% | H: -4% | I: 3%

> CN(Cc1ccccc1)c1ccc(S(=O)(=O)N2CCOCC2)cn1
  A: -1% | B: -17% | C: -1.3 | D: 6% | E: i | F: i | G: 0.5% | H: -1% | I: -1%

> Cc1ccccc1-n1c(C)nnc1SCc1nc2ccccc2s1
  A: 17% | B: ? | C: -0.2 | D: 1% | E: i | F: i | G: 5.2% | H: -13% | I: 1%

> CC(C)NS(=O)(=O)c1ccc2nc(NC(=O)c3cncc(Br)c3)sc2c1
  A: -14% | B: . | C: . | D: -59% | E: . | F: i | G: 4.5% | H: ? | I: .

> COc1ccccc1C(C#N)c1cccc(Cl)n1 (stereo unspecified)
  A: 10% | B: 5% | C: 0.5 | D: 4% | E: i | F: i | G: 0.3% | H: 13% | I: -4%

> CC(=O)n1cc(CO)c2ccccc21
  A: 3% | B: 6% | C: -0.3 | D: 3% | E: i | F: i | G: -0.4% | H: -4% | I: -3%

> CC(C)c1ccccc1OCCCN1CCCC1
  A: 8% | B: 12% | C: -2.8 | D: 1% | E: i | F: . | G: 1.7% | H: 22% | I: 4%

> COCCCN(C(=S)NC(=O)c1ccc(Br)cc1)c1c(N)n(Cc2ccccc2)c(=O)[nH]c1=O
  A: -8% | B: -13% | C: 0.9 | D: 4% | E: i | F: ? | G: 1.8% | H: 0% | I: -1%

> Cn1c(CCNC(=O)c2ccccc2)nc2ccccc21
  A: -2% | B: -5% | C: -0.3 | D: 1% | E: i | F: i | G: -0.2% | H: 2% | I: 2%

> COc1cccc(-c2ccc3nnc(SCC(=O)N4CCCC4)n3n2)c1
  A: 2% | B: 3% | C: -1.6 | D: 6% | E: i | F: i | G: 0.3% | H: 0% | I: -3%

> O=C(c1cccc(-n2cccc2)c1)N1CCN(S(=O)(=O)c2ccc(F)cc2)CC1
  A: 5% | B: 2% | C: 0.2 | D: -17% | E: i | F: i | G: 0.0% | H: 0% | I: 1%

> CSCCCN1CCCC(CO)(Cc2ccccc2F)C1 (stereo unspecified)
  A: 2% | B: -15% | C: 1.3 | D: 0% | E: i | F: i | G: -0.7% | H: -12% | I: -2%

Three compounds from above, reduced to HepG2 viability, Nrf2 ARE act and Nrf2 inh:
structure	HepG2 viability	Nrf2 ARE act	Nrf2 inh
COc1ccccc1C(C#N)c1cccc(Cl)n1 (stereo unspecified)	4%	0.3%	5%
CC(=O)n1cc(CO)c2ccccc21	3%	-0.4%	6%
CC(C)c1ccccc1OCCCN1CCCC1	1%	1.7%	12%
